Source: PubChem BioAssay (National Center for Advancing Translational Sciences (NCATS))
Lamin A splicing – LMNA splicing modulation. HeLa LMNA splicing GFP/RFP minigene ratio, 48 h. AID 1487. Potency, µM (top dose mostly 46.1 µM), for the others: at the top dose ratio change, negative = inhibition, usual class: inhibitors. 200,000 compounds, 0.01% hits; active = well fitted inhibition curve with a large enough effect in the signal ratio, with a control signal flat, not every such curve was filed as active; inconclusive = small, poorly fitted or top-dose-only effect, or effect the other way, or a change in a side signal; the % refers to the signal ratio; also: % is scaled to controls: 0 for no effect and ±100 for the full control effect
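S3 HeLa stable clones carrying a lamin A-EGFP splicing minigene plus DsRed2 were seeded at 600 cells/well in Opti-MEM with 2% FBS, pin-dosed and incubated 48 h at 37°C. Acumen cytometry (488 nm) gave the GFP/RFP total-intensity ratio.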
TRb-SRC2 inh – inhibitors of human thyroid hormone receptor beta-SRC2 interaction; TRbeta-SRC2 peptide binding, fluorescence polarization; receptor liganded with 1 µM T3; Potency, µM (titrated, usually from 106 µM), inactives show at the top dose activity change, negative = inhibition, most hits filed as inhibitors; 280,000 compounds, 0.065% hits;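 also: plate controls were bound peptide for no effect and peptide without receptor for full effect; nearly all actives have a fitted effect of over 50% in size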
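A fluorescence polarization screen tested compounds at multiple concentrations against complex formation between 0.6 uM TRb ligand-binding domain and 20 nM Texas Red SRC2 peptide, with 1 uM T3 present; readout after 5 hr.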
RECQ1 helicase – inhibitors of human RECQ1 DNA helicase; 240,000 compounds, 0.54% hits; RECQ1 DNA unwinding, red fluorescence kinetic read; P46063; Potency, µM (highest dose often 57.3 µM), without a hit: at the top dose activity, negative = inhibition, usual class: inhibitors;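 also: plate controls were vehicle for no effect and no enzyme for full effect; nearly all actives have a fitted effect of over 30% in size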
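50 nM RECQ1T1 preincubated 15 min with compound in Tris pH 8.0 buffer with MgCl2, DTT, Tween-20 and 2.5 ug/ml poly(dI-dC); started with 200 nM TAMRA/BHQ-2 forked duplex and 2 mM ATP. Unwinding read as fluorescence (525/598 nm), two reads 2 h apart.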
RGS12 GoLoco inh – blocks human Gai1 binding to RGS12 GoLoco peptide, red readout. Gai1:RGS12 GoLoco peptide FP, rhodamine, 10 min. Potency, µM (top dose mostly 61.6 µM), inactives show at the highest dose activity, negative = inhibition, most hits filed as inhibitors. 230,000 compounds, 0.44% hits; active = well fitted inhibition curve with a large enough effect, not every such curve was filed as active; inactive = no such curve, though single readings can be large or run the other way; also: % is scaled to controls: 0 for no effect and ±100 for the full control effect; nearly all actives have a fitted effect of over 30% in size; many of its hits are not listed in these tables
Target sequence (P63096 whole entry, looked up): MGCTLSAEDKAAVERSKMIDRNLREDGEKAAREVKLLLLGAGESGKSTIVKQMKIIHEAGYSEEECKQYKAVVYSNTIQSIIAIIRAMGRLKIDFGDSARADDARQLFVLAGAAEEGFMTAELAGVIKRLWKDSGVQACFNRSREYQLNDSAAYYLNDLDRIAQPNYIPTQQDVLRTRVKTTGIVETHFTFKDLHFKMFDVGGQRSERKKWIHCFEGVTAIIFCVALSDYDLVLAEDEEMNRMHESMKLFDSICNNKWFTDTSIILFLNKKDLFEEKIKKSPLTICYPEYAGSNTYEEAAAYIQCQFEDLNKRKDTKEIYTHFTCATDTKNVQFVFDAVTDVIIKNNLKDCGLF
TexasRed fluor – Texas Red fluorescence interference in TRb-SRC2 counter-screen. Potency, µM (series often up to 106 µM), without a hit: at the highest dose fluorescence change, negative = quenching. 280,000 compounds, 0.29% hits. AID 1479. TRb/SRC2 Texas Red total fluorescence interference; active = well fitted curve in either direction with a large enough effect; inconclusive = small, poorly fitted or top-dose-only effect; also: % is scaled to controls: 0 for no effect and ±100 for the full control effect
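Human TRβ ligand-binding domain (0.6 uM) and Texas Red SRC2 peptide (20 nM) in Tris buffer with 1 uM T3 and 5% DMSO were incubated with pinned compound for 5 hr at ambient temperature. Total fluorescence was computed as S + 2P (555/632 nm).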
SMN2 splice up – SMN2 splice variant enhancement; HEK293 SMN2-luciferase splicing reporter, luminescence, 30-36 h; Potency, µM (titrated, usually from 46.1 µM), without a hit: at the top dose activity change, positive = activation, most hits filed as activators; 210,000 compounds, 2.8% hits; AID 1458; also: % of control where 0% means no effect; nearly all actives have a fitted effect of over 55% in size
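HEK293 cells carry an SMN2 minigene-luciferase reporter in which exon 7 inclusion puts luciferase in frame. Cells were seeded at 2000 cells/well, attached for 10-12 hours, then exposed to compounds for 30-36 hours at 37C before ONE-Glo luminescence.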
JMJD2E inh – JMJD2E (human) inhibition | JMJD2E catalytic domain, FDH-coupled NADH fluorescence (FDH is formaldehyde dehydrogenase) | Potency, µM (doses to about 57.1 µM), for inactives: at the top dose activity change, negative = inhibition, usual class: inhibitors | 230,000 compounds, 1.6% hits; active = well fitted inhibition curve with a large enough effect, not every such curve was filed as active; inconclusive = small, poorly fitted or top-dose-only effect, or another doubt; inactive = no such curve, though single readings can be large or run the other way;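 also: 0% = wells with enzyme and -100% = buffer wells without enzyme; nearly all actives have a fitted effect of over 50% in size; many of its hits are not listed in these tables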
ALDH1A1 inh – blocks purified human ALDH1A1 activity | Purified ALDH1A1, NADH fluorescence, propionaldehyde substrate | 220,000 compounds, 7.3% hits | Potency, µM (top dose mostly 75.3 µM), for the others: top-dose activity, negative = inhibition, hits mostly inhibitors | P00352; active = well fitted inhibition curve with a large enough effect, not every such curve was filed as active; inconclusive = small, poorly fitted or top-dose-only effect, or another doubt; inactive = no such curve, though single readings can be large or run the other way;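 also: plate controls were no enzyme wells and a reference inhibitor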
Target sequence (P00352 whole entry, looked up): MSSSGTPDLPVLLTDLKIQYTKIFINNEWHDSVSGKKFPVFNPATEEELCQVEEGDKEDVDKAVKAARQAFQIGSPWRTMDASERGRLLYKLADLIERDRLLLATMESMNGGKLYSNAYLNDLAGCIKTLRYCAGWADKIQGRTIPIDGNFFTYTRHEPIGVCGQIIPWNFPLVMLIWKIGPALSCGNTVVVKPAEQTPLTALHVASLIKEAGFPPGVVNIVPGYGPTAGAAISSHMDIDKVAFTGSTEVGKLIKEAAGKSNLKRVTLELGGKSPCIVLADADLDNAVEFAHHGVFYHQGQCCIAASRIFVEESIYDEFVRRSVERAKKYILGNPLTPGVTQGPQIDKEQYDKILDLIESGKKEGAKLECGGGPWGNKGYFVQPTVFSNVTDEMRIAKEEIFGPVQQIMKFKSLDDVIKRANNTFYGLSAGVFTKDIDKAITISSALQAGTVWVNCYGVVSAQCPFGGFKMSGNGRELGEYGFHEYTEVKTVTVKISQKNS
* hit, by the source's call; i = inactive; ? = inconclusive; . = no result given; & = joins results of further samples; [ ] = another dose, or the depositor's remark. Unless noted, calls follow the shape of the dose curve; as a rule, active = well fitted curve in the direction sought with a large enough effect; inconclusive = small, poorly fitted or top-dose-only effect, or another doubt; inactive = no such curve, though single readings can be large; an effect the other way counts as inactive or inconclusive. Potency is read from the fitted curve at half-maximal effect. This is a subset; count on the stated rates, not on these rows.

SMILES | Lamin A splicing | TRb-SRC2 inh | RECQ1 helicase | RGS12 GoLoco inh | TexasRed fluor | SMN2 splice up | JMJD2E inh | ALDH1A1 inh
OC(CNCc1ccccn1)c1ccccc1 (stereo not given) | -5% | 2% | -6% | 10% | -7% | 16% | ? | 3%
Cn1cc(/C=C/C(=O)c2ccccc2)c2ccccc21 | 2%[46 µM] | 0% | i | 3% | -6% | . | -27% | .
CN1CCN(CC(=O)NN(Cc2ccccc2)c2ccccc2)CC1 | . | 0% | 20% | 5% | -1% | . | 3% | .
CCn1ccnc1C[C@@H]1COc2ccccc2O1 | . | 8% | i | -3% | -2% | . | 7% | -5%
CCOC(=O)C1=NNC2(c3ccccc3)C(=O)N(c3cccc(Br)c3)C(=O)C12 (stereo not given) | -3% | 5% | 9% | 6% | -7% | -9% | -10% | 2%
CC(C)C1C(=O)NC(=S)N1S(=O)(=O)c1ccc(C(C)(C)C)cc1 (stereo not given) | 2% | -2% | -8% | 10% | 0% | -17% | -5% | 11µM*
CC/C(O)=C(/C#N)c1nnc2n1CCCCC2 | -11% | -8% | -3% | 7% | 1% | 3% | -19% | ?
C/C=C(\C)C(=O)OC1C(OC(=O)C2(C)OC2C)c2cc3ccc(=O)oc3cc2OC1(C)C (stereo not given) | . | -1% | -3% | 4% | 1% | -5% | ? | ?
COc1ccc(-c2cc(C(F)(F)F)nc(S(=O)(=O)CCCC(=O)Nc3cccc(O)c3)n2)cc1OC | . | 0%&-3% | i | 1% | -2%&-4% | -85%[inhibitor] | -20% | -4%
CN(C)CCSc1nc(-c2ccccc2)nc2c1CCCC2 | . | -9% | -7% | 8% | 0% | . | 2% | -9%
COc1ccc(C(=O)Nc2nc3ccccc3s2)cc1OC | . | -6% | 24% | 5% | -10% | . | ? | 3%
Cc1cccc(N2CCN(C(=O)c3csc4ccccc34)CC2C)c1 (stereo not given) | ? | -8% | -10% | -5% | -37% | -21% | 4% | -3%
O=C(/C=C/c1ccc(Cl)cc1Cl)NCCSc1ccccc1 | ? | -2% | -7% | 0% | 2% | -14% | -12% | 3%
CCCC1=Nc2cc(C(=O)NCc3ccco3)ccc2Sc2ccccc21 | ? | -1% | -8% | -3% | 2% | -22% | -1% | 11%
COCCCNC(=S)Nc1cccc(S(=O)(=O)NC2=NCCC2)c1 | 7%[46 µM] | -6% | -1% | 1% | 2% | 2% | 2% | -4%
COc1ccc(NC(=O)c2cc3c(=O)n(C)c4ccccc4c3n2C)cc1OC | ? | -1% | -11% | -15% | -1% | -3% | 476%[activator] | -2%
COc1ccc(OC)c(NC=C2C(=O)OC3(CCCCC3)OC2=O)c1 | -13% | 6% | i | 3% | -7% | 2% | ? | 0.089µM*
COc1ccc2cc(C)c3nnc(SCc4cccnc4)n3c2c1 | -5%[46 µM] | -5% | i | 9% | -1% | -5% | ? | -3%
CCC(O)c1cc2c(cc1NC(=O)c1cccs1)OCCO2 (stereo not given) | -7% | 8% | -5% | 6% | -2% | -4% | -1% | 1%
Cc1c(=O)n(OCc2ccc(Cl)cc2)c2ccccc2[n+]1[O-] | ? | -4% | 9% | 41%[activator] | 1% | -15% | ? | ?
O=C(COC(=O)C1CCN(S(=O)(=O)c2cc([N+](=O)[O-])ccc2Cl)CC1)Nc1ncc(Cl)cc1Cl | 0% | -2% | i | -4% | -6% | 1% | 1% | 6.3µM*
Cc1sccc1/C=N/NC(=O)c1cccc2ccccc12 | 4% | 0% | 16% | -4% | 1% | 10% | 9% | 5%
Cc1ccc(NC(=S)NNC(=O)c2c([N+](=O)[O-])c(C)nn2C)cc1 | 5% | -4% | -1% | 1% | -6% | 17% | 6% | -3%
Nn1cnnc1SC1CCCCC1NS(=O)(=O)c1ccccc1 (stereo not given) | 0% | 8% | 11% | 5% | 0% | 26% | 7% | 10µM*
CCCN1C2=NCCN2c2cc(C)c(C)cc21 | ? | -2% | 0% | 6% | -1% | -10% | -4% | 6%
Continuation:
SMILES | Lamin A splicing | TRb-SRC2 inh | RECQ1 helicase | RGS12 GoLoco inh | TexasRed fluor | SMN2 splice up | JMJD2E inh | ALDH1A1 inh
COC(=O)N1C2=C(c3ccccc3[C@@H]1CC(=O)Nc1ccc3ccc4cccc5ccc1c3c45)[C@@H]1C(=O)N(c3ccccc3)C(=O)[C@@H]1[C@H](C)C2 | -6%[9.22 µM] | -3%[11.2 µM] | 9%[11.5 µM] | 20%[14.2 µM] | -3%[11.2 µM] | -4%[9.22 µM] | ? | 10%[13.5 µM]
Brc1ccc(OCc2nnc(SCC3CCCCC3)o2)cc1 | -7% | -7% | -8% | -7% | 6% | 5% | 19% | 0%
O=C(Nc1cc(=O)c2ccccc2o1)N1CCOCC1 | ? | -9% | i | 1% | 1% | 5% | 0% | -2%
Cc1nc(NCc2ccco2)c2c3c(sc2n1)CCC3 | -18% | -12% | -18% | 20% | -1% | 22µM* | -13% | ?
CCOC(=O)C1CCCN(S(=O)(=O)c2ccc(OC)c3ccccc23)C1 (stereo not given) | -12% | -17% | -14% | -19% | 2% | 13% | ? | ?
O=C(CCl)NCCCCCCCCCNC(=O)CCl | -1% | -11% | -1% | 9% | -1% | -32%[inhibitor] | 6% | 0.18µM*
CCCCn1c(=O)[nH]c(=O)c2c1nc(-c1ccc(-c3ccccc3Br)o1)n2CC | 11% | 0% | -3% | . | -1% | . | ? | ?
COc1cc(/C=C\C(=O)NCc2ccc3c(c2)cc(C)n3C)cc(OC)c1OC | 0% | -1% | -7% | 7% | -4% | -24% | ? | -8%
CC(C)NC(=O)N1CCC2(CC1)CCN(C(=O)c1ccncc1)CC2 | . | . | -9% | 7% | . | -4% | . | -5%
Cc1cccc(CN2CCSc3sccc3C2=O)c1 | . | -1% | -14% | 11% | -3% | . | 7% | 0%
Cc1cc(C)nc(SCCn2c(N3CCC(C)CC3)nc3c2c(=O)n(C)c(=O)n3C)n1 | 3% | -4% | -9% | -5% | -3% | -20% | 4% | -3%
CCCCOc1cccc(OCC(=O)Nc2nc3ccccc3[nH]2)c1 | 10% | -2% | -9% | 12% | -4% | 0% | 2% | 5%
CCCc1cc(=O)n2[nH]c(-c3ccc(Br)cc3)cc2n1 | ? | 4% | i | 10% | -2% | 11µM* | ? | -1%
O=C(CN1CCN(S(=O)(=O)c2ccccc2)CC1)Nc1cccc(C(F)(F)F)c1 | ? | -3% | i | -2% | 2% | -16% | 4% | ?
Cc1ccccc1OC(=O)n1c(=S)oc2cc(Cl)ccc21 | -10% | -6% | i | -6% | -4% | 7% | 28µM* | 7.1µM*
COc1ccc(CN2CCN(S(=O)(=O)c3ccccc3)CC2)c(OC)c1 | -2% | -2%&-1% | 1% | -11% | -1%&5% | -2%&-18% | ? | ?
S=c1nc(-c2ccccc2)[nH]c2ccc(Br)cc12 | . | -1% | -4% | -7% | -2% | . | 0% | .
Cc1noc(/C=C/N(C)C)c1S(=O)(=O)N1CCN(c2ccccc2)CC1 | ? | 8% | -24% | -4% | -3% | -3% | 1% | -3%
C(=C\c1ccc2ccccc2n1)/c1ccccc1 | ? | -4% | -21% | 25% | -3% | . | ? | .
Cc1ccccc1N=C1NC(=O)/C(=C/c2cccn2C)S1 | . | 7% | -24% | 110%[activator] | 2% | . | -1% | .
COc1cc2ncnc(NCc3ccccc3)c2cc1OC | ? | -13% | -13% | 4% | 2% | -12% | ? | -14%
CCn1c(-c2cc(-c3ccc(OC(C)C)cc3)nc3ccccc23)n[nH]c1=S | 14% | -6% | -13% | 26% | -2% | 23% | ? | ?
Cc1nnc(SCC(=O)Nc2ccc3c(c2)OCO3)n(N)c1=O | ? | -6% | i | 1% | 0% | 4% | 1% | 2%
Nc1ncc2c(n1)-c1cc(Cl)ccc1SC2 | . | 2% | -4% | -2% | -2% | . | -9% | 3%
CCC(=O)N1CCc2cc(S(=O)(=O)NCCC(=O)N3CCN(Cc4ccccc4)CC3)ccc21 | ? | -2% | i | 0% | -3% | -29% | -1% | ?
(list continues)
SMILES | Lamin A splicing | TRb-SRC2 inh | RECQ1 helicase | RGS12 GoLoco inh | TexasRed fluor | SMN2 splice up | JMJD2E inh | ALDH1A1 inh
Cc1cccc(Cn2c(C(C)O)nc3ccccc32)c1 (stereo not given) | -13% | -5% | 7% | 11% | 2% | -6% | 5% | 0%
C=C(C)C(=O)Nc1cccc(C2=NOC3(C2)C[C@H](C(N)=O)N(C(=O)COc2ccc(Cl)cc2)C3)c1 (stereo not given in full) | . | 8% | 18µM* | 12% | -1% | . | -11% | .
O=C1NC2(CCCCC2)C(=O)N1CCN1C(=O)c2ccccc2C1=O | ? | -7% | -16% | 5% | -5% | 9% | 6% | 2%
COc1cc2c(cc1NS(=O)(=O)N1CCCCC1)oc1ccccc12 | ? | -11% | -21% | 1% | 2% | -31% | ? | ?
COCCSc1ccccc1C(=O)Nc1ccncc1 | 4% | -12% | -1% | -10% | -2% | 1% | 4% | -8%
Cc1cccc(-c2nnc3n2N=C(c2ccccc2)CS3)c1 | 0% | 1% | -7% | 17% | 0% | 11% | 8% | 6%
Cc1cc2c(c(=O)n1CCc1ccccc1)C(C(C)C)C(C#N)=C(N)O2 (stereo not given) | -15% | 0% | -10% | -1% | 0% | -16% | -1% | 3%
CC(=O)Nc1ccc(NC2=C(Cl)C(=O)c3ccccc3C2=O)cc1 | ? | 1% | 2% | 4% | -3% | . | -25% | ?
COc1ccc(S(=O)(=O)N2CCc3ccccc32)cc1C(=O)NCCc1ccccn1 | . | -14% | -4% | 11% | 1% | -8% | 3% | ?
COc1ccc(C(=O)NN2C(=O)C3CCC(C)(C2=O)C3(C)C)cc1 (stereo not given) | 14%[0.0737 µM] | -14% | i | 14% | 1% | -10% | 10% | 2%
